H9c2 TAG inh: reduces triacylglycerol accumulation in H9c2 cells; inhibition, % at 12.5 µM; 0.66% of 230,000 active; AID 651582; Nile Red lipid (TAG) fluorescence; cells loaded with 200 µM oleic acid;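 active means pattern-corrected inhibition of lipid staining of at least 50% with the nuclear-stain viability signal not falling by more than 50%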;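 further: 0% = DMSO wells and 100% = triacsin C control wells; some results filed as inactive read as strong as hits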
H9c2 TAG inh DAPI viability: further read-out of H9c2 TAG inh, marked with its call; DAPI nuclei signal change (viability), lower = more cytotoxic, %;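 whole-well DAPI fluorescence read on a plate reader as a viability signal; minus 50 percent equals half of cells still viable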
Active calls of the source: *. A portion of the library. The share of hits here may be higher or lower than overall.

What do the screens show for `Cc1ccc(NC(=O)COC(=O)C2CC3CCCC(C2)C3=O)c([N+](=O)[O-])c1` (stereo unspecified)?
H9c2 TAG inh: -9.1; H9c2 TAG inh DAPI viability: -5.3

What do the screens show for `Cc1nnc(SCc2cccc(CSc3nnc(C)s3)c2)s1`?
H9c2 TAG inh: 3.4; H9c2 TAG inh DAPI viability: -0.6

What do the screens show for `CC1CCCN(S(=O)(=O)c2cccc(C(=O)NCCCN3CCCC3=O)c2)C1` (stereo unspecified)?
H9c2 TAG inh: 0.7; H9c2 TAG inh DAPI viability: 1.7

Results for N#Cc1ccc(C(=O)Nc2cc(S(=O)(=O)N3CCOCC3)ccc2N2CCCC2)cc1 ?
H9c2 TAG inh: -21.2; H9c2 TAG inh DAPI viability: 3.5

How did CCOC(=O)N1CCN(c2c(NCCN3CCCCC3CC)c(=O)c2=O)CC1 (stereo unspecified) do in these assays?
H9c2 TAG inh: 10.7; H9c2 TAG inh DAPI viability: -9.2

How did Cc1cc(NC(=O)CN(C)CC(=O)Nc2ccc(Cl)cc2)no1 do in these assays?
H9c2 TAG inh: 23.9; H9c2 TAG inh DAPI viability: 2.1

Results for CCOC(=O)Cc1csc(NC(=O)CC(C)(C)C)n1 ?
H9c2 TAG inh: -26.3; H9c2 TAG inh DAPI viability: 4.0

How did CCC(C)NC(=O)CC(C)C (stereo unspecified) do in these assays?
H9c2 TAG inh: 4.1; H9c2 TAG inh DAPI viability: -4.4

Results for O=C(COC(=O)CNC(=O)c1ccccc1)Nc1ccc(S(=O)(=O)N2CCCC2)cc1 ?
H9c2 TAG inh: 1.0; H9c2 TAG inh DAPI viability: -0.5

How did COc1ccc(NS(=O)(=O)c2ccc(C(=O)N3CCC(C)CC3)cc2)cc1 do in these assays?
H9c2 TAG inh: 9.7; H9c2 TAG inh DAPI viability: 8.5

How did COc1ccccc1CNc1ccccc1F do in these assays?
H9c2 TAG inh: 2.7; H9c2 TAG inh DAPI viability: 0.9

What do the screens show for `CCNC(=O)C1(C)CCCN1Cc1c(F)cccc1F` (stereo unspecified)?
H9c2 TAG inh: -8.1; H9c2 TAG inh DAPI viability: 4.4

How did COCC(=O)NCCc1nc2ccccc2[nH]1 do in these assays?
H9c2 TAG inh: 16.8; H9c2 TAG inh DAPI viability: -17.3

How did CC1(C)O[C@@H]2C[C@H]3[C@@H]4CCC5=CC(=O)CC[C@]5(C)[C@@]4(F)[C@@H](O)C[C@]3(C)[C@]2(C(=O)CCl)O1 do in these assays?
H9c2 TAG inh: 21.7; H9c2 TAG inh DAPI viability: 20.0

Results for Cn1nc(C(=O)NNC(=O)c2cccc(Cl)c2)c2ccccc2c1=O ?
H9c2 TAG inh: -2.0; H9c2 TAG inh DAPI viability: -1.4

Results for Cc1cc(CN(C)C(=O)C2CCC(=O)N(CCc3ccccc3)C2)n[nH]1 (stereo unspecified) ?
H9c2 TAG inh: -12.7; H9c2 TAG inh DAPI viability: 3.6

Results for CCOC(=O)Cc1nnc(NC(=O)c2ccccc2OC)s1 ?
H9c2 TAG inh: 7.6; H9c2 TAG inh DAPI viability: -5.4

How did CCOC(=O)c1nn(-c2ccccc2)c(=O)c2c(NC(C)=O)scc12 do in these assays?
H9c2 TAG inh: 3.1; H9c2 TAG inh DAPI viability: -1.2

How did CCCCOc1ccc(-n2nc(C)cc2C)nn1 do in these assays?
H9c2 TAG inh: 20.8; H9c2 TAG inh DAPI viability: -10.5

Results for CCOC(=O)C1=C(C)NC(=S)N(C(C)=O)C1c1ccc(OC)c(OC)c1 (stereo unspecified) ?
H9c2 TAG inh: -2.5; H9c2 TAG inh DAPI viability: -5.8

How did CCCCn1c(N)c(N(CC(C)C)C(=O)c2ccc(-c3ccc(Cl)cc3)o2)c(=O)[nH]c1=O do in these assays?
H9c2 TAG inh: -1.6; H9c2 TAG inh DAPI viability: -8.2

What do the screens show for `CCn1nc(C(=O)NNC(=O)C2CSC3(C)CCC(=O)N23)c2ccccc2c1=O` (stereo unspecified)?
H9c2 TAG inh: 9.4; H9c2 TAG inh DAPI viability: -6.5

What do the screens show for `COc1ccc(C(=O)C2CCCN(Cc3cn(C)nc3-c3ccccc3)C2)cc1F` (stereo unspecified)?
H9c2 TAG inh: -4.4; H9c2 TAG inh DAPI viability: 22.8

Results for Cc1ccc(/C=N/n2c(-c3ccncc3)n[nH]c2=S)o1 ?
H9c2 TAG inh: 10.1; H9c2 TAG inh DAPI viability: -4.5

How did Cc1ccc(OCCC(=O)OCC(=O)NC2CCS(=O)(=O)C2)cc1 (stereo unspecified) do in these assays?
H9c2 TAG inh: -8.3; H9c2 TAG inh DAPI viability: -1.7

What do the screens show for `CCCn1c(SCC(=O)Nc2sc(C)c(C)c2C#N)nnc1C(C)C`?
H9c2 TAG inh: 21.8; H9c2 TAG inh DAPI viability: -14.3

What do the screens show for `CCOC(=O)Nc1cc2c(cc1[N+](=O)[O-])-c1ccccc1C2=O`?
H9c2 TAG inh: -8.6; H9c2 TAG inh DAPI viability: 0.2

Results for Cc1ccn(CC(=O)N2CCCC(N3CCN(Cc4ccc5c(c4)OCO5)CC3)C2)n1 (stereo unspecified) ?
H9c2 TAG inh: -5.5; H9c2 TAG inh DAPI viability: 2.3

What do the screens show for `COc1ccc(C2C(C(=O)NCCN(C)C)c3ccccc3C(=O)N2C)cc1OC` (stereo unspecified)?
H9c2 TAG inh: -2.2; H9c2 TAG inh DAPI viability: 9.9

What do the screens show for `CC(C)CN(C(=O)CCC(=O)OCc1ccc(Cl)cc1Cl)c1c(N)n(CC(C)C)c(=O)[nH]c1=O`?
H9c2 TAG inh: 3.1; H9c2 TAG inh DAPI viability: -4.3

How did O=C(NC1CCCCCCC1)c1cc(COc2ccc3ncccc3c2)on1 do in these assays?
H9c2 TAG inh: -2.1; H9c2 TAG inh DAPI viability: -13.6

What do the screens show for `CC(C)c1ccc(C(=O)NCCCN(C)C)cc1`?
H9c2 TAG inh: -7.9; H9c2 TAG inh DAPI viability: 12.1

What do the screens show for `O=C(COC(=O)C1CCCCC1)Nc1ccccc1OC(F)F`?
H9c2 TAG inh: 1.4; H9c2 TAG inh DAPI viability: -7.9

Results for CCCCCC(=O)Nc1nc(C)c(-c2csc(Nc3cc(Cl)ccc3OC)n2)s1 ?
H9c2 TAG inh: -0.8; H9c2 TAG inh DAPI viability: -6.8

What do the screens show for `CCOC(=O)c1cnc(COc2ccc(OC)cc2)[nH]c1=O`?
H9c2 TAG inh: -6.9; H9c2 TAG inh DAPI viability: -2.9

Results for Cc1nc(-c2ccc(NC(=O)C3CCCCC3)cc2)cs1 ?
H9c2 TAG inh: 5.6; H9c2 TAG inh DAPI viability: 8.8

How did CCC(C)C(NC(=O)c1ccccc1NC(=O)c1ccco1)C(=O)NNC(=O)c1ccncc1 (stereo unspecified) do in these assays?
H9c2 TAG inh: -15.7; H9c2 TAG inh DAPI viability: 11.5

How did CC(Oc1ccc(F)cc1)C(=O)Nc1cc(S(=O)(=O)N2CCOCC2)ccc1N1CCN(C)CC1 (stereo unspecified) do in these assays?
H9c2 TAG inh: -5.3; H9c2 TAG inh DAPI viability: 5.4

How did COc1cccc(S(=O)(=O)N(C)C[C@@H]2OCc3cn(nn3)CCCC(=O)N([C@H](C)CO)C[C@H]2C)c1 do in these assays?
H9c2 TAG inh: -1.5; H9c2 TAG inh DAPI viability: 4.4

What do the screens show for `O=C(COC(=O)c1ccncc1)Nc1ccccc1`?
H9c2 TAG inh: 7.6; H9c2 TAG inh DAPI viability: -2.4

A draw from above in order of molecular weight, lowest first.
What do the screens show for `CC(C)c1ccc(C(=O)NCCCN(C)C)cc1`?
H9c2 TAG inh: -7.9; H9c2 TAG inh DAPI viability: 12.1

What do the screens show for `O=C(COC(=O)c1ccncc1)Nc1ccccc1`?
H9c2 TAG inh: 7.6; H9c2 TAG inh DAPI viability: -2.4

Results for Cc1ccc(/C=N/n2c(-c3ccncc3)n[nH]c2=S)o1 ?
H9c2 TAG inh: 10.1; H9c2 TAG inh DAPI viability: -4.5

Results for Cc1nc(-c2ccc(NC(=O)C3CCCCC3)cc2)cs1 ?
H9c2 TAG inh: 5.6; H9c2 TAG inh DAPI viability: 8.8

What do the screens show for `CCOC(=O)c1cnc(COc2ccc(OC)cc2)[nH]c1=O`?
H9c2 TAG inh: -6.9; H9c2 TAG inh DAPI viability: -2.9

What do the screens show for `CCOC(=O)Nc1cc2c(cc1[N+](=O)[O-])-c1ccccc1C2=O`?
H9c2 TAG inh: -8.6; H9c2 TAG inh DAPI viability: 0.2

What do the screens show for `O=C(COC(=O)C1CCCCC1)Nc1ccccc1OC(F)F`?
H9c2 TAG inh: 1.4; H9c2 TAG inh DAPI viability: -7.9

How did Cc1ccc(OCCC(=O)OCC(=O)NC2CCS(=O)(=O)C2)cc1 (stereo unspecified) do in these assays?
H9c2 TAG inh: -8.3; H9c2 TAG inh DAPI viability: -1.7

How did O=C(NC1CCCCCCC1)c1cc(COc2ccc3ncccc3c2)on1 do in these assays?
H9c2 TAG inh: -2.1; H9c2 TAG inh DAPI viability: -13.6

What do the screens show for `COc1ccc(C2C(C(=O)NCCN(C)C)c3ccccc3C(=O)N2C)cc1OC` (stereo unspecified)?
H9c2 TAG inh: -2.2; H9c2 TAG inh DAPI viability: 9.9

Results for Cc1ccn(CC(=O)N2CCCC(N3CCN(Cc4ccc5c(c4)OCO5)CC3)C2)n1 (stereo unspecified) ?
H9c2 TAG inh: -5.5; H9c2 TAG inh DAPI viability: 2.3

Results for CCCCCC(=O)Nc1nc(C)c(-c2csc(Nc3cc(Cl)ccc3OC)n2)s1 ?
H9c2 TAG inh: -0.8; H9c2 TAG inh DAPI viability: -6.8

How did CCC(C)C(NC(=O)c1ccccc1NC(=O)c1ccco1)C(=O)NNC(=O)c1ccncc1 (stereo unspecified) do in these assays?
H9c2 TAG inh: -15.7; H9c2 TAG inh DAPI viability: 11.5

How did COc1cccc(S(=O)(=O)N(C)C[C@@H]2OCc3cn(nn3)CCCC(=O)N([C@H](C)CO)C[C@H]2C)c1 do in these assays?
H9c2 TAG inh: -1.5; H9c2 TAG inh DAPI viability: 4.4

What do the screens show for `CC(C)CN(C(=O)CCC(=O)OCc1ccc(Cl)cc1Cl)c1c(N)n(CC(C)C)c(=O)[nH]c1=O`?
H9c2 TAG inh: 3.1; H9c2 TAG inh DAPI viability: -4.3

Entries shown so far with a nitro group on carbon (two):
What do the screens show for `Cc1ccc(NC(=O)COC(=O)C2CC3CCCC(C2)C3=O)c([N+](=O)[O-])c1` (stereo unspecified)?
H9c2 TAG inh: -9.1; H9c2 TAG inh DAPI viability: -5.3

What do the screens show for `CCOC(=O)Nc1cc2c(cc1[N+](=O)[O-])-c1ccccc1C2=O`?
H9c2 TAG inh: -8.6; H9c2 TAG inh DAPI viability: 0.2

Other compounds:
Results for O=C(CSC(=S)N1CCCCC1)c1ccccc1 ?
H9c2 TAG inh: 7.8; H9c2 TAG inh DAPI viability: -10.7

Results for CCNC(=O)C(=O)Nc1ccc([N+](=O)[O-])cc1 ?
H9c2 TAG inh: 0.3; H9c2 TAG inh DAPI viability: 4.8

Results for O=C1CC(N(CCc2ccccc2)C(=S)Nc2cc(Cl)ccc2Cl)C(=O)N1c1c(Cl)cccc1Cl (stereo unspecified) ?
H9c2 TAG inh: 15.2; H9c2 TAG inh DAPI viability: -0.2

How did O=C(Nc1ccc(CN2CCCCC2)cc1)c1sc2ccccc2c1Cl do in these assays?
H9c2 TAG inh: 2.9; H9c2 TAG inh DAPI viability: 5.3

Results for O=C(NCCCn1ccnc1)c1ccc(NS(=O)(=O)c2ccc(Cl)c(Cl)c2)cc1 ?
H9c2 TAG inh: 0.5; H9c2 TAG inh DAPI viability: -3.6

What do the screens show for `Cc1cc(=O)[nH]c2ccc(Cc3ccccc3)cc12`?
H9c2 TAG inh: -0.4; H9c2 TAG inh DAPI viability: -2.8

How did COc1ccc(C(=O)NCc2ccccn2)cc1[N+](=O)[O-] do in these assays?
H9c2 TAG inh: 3.8; H9c2 TAG inh DAPI viability: -6.0

How did Cc1onc(-c2c(F)cccc2Cl)c1C(=O)NCCN1CCNC1=O do in these assays?
H9c2 TAG inh: -5.1; H9c2 TAG inh DAPI viability: 5.3

What do the screens show for `COc1ccc(/C=C/C(=O)OCC(=O)c2ccccc2F)cc1`?
H9c2 TAG inh: 1.2; H9c2 TAG inh DAPI viability: -4.8

Results for CC(=O)/C(=N\Nc1ccc(C)cc1)Sc1nncn1C ?
H9c2 TAG inh: 4.1; H9c2 TAG inh DAPI viability: -9.8

Results for CC(=O)N1c2ccccc2C(C)CC12CCCCC2 (stereo unspecified) ?
H9c2 TAG inh: 3.5; H9c2 TAG inh DAPI viability: -6.7

What do the screens show for `Cc1ccc(C)c(OCC(=O)Nc2ccc(N3CCOCC3)cc2N2CCOCC2)c1`?
H9c2 TAG inh: 13.9; H9c2 TAG inh DAPI viability: -10.8

Results for CN(CC(=O)Nc1ccccc1Cl)C(=O)COC(=O)c1cc(S(=O)(=O)N(C)C)ccc1N1CCCC1 ?
H9c2 TAG inh: 7.2; H9c2 TAG inh DAPI viability: -0.5

How did Cc1ccc2c(c1)cc(CN(C(=O)N1CCOCC1)C1CCCC1)c1nnnn12 do in these assays?
H9c2 TAG inh: -3.9; H9c2 TAG inh DAPI viability: -4.4

Results for COc1ccc(-c2cc(C(=O)N/N=C/c3cccnc3)c3cc(C)cc(C)c3n2)cc1 ?
H9c2 TAG inh: -18.8; H9c2 TAG inh DAPI viability: 11.7

Results for CCOc1cc(S(=O)(=O)N2CCOCC2)ccc1F ?
H9c2 TAG inh: -33.7; H9c2 TAG inh DAPI viability: 6.1

Results for CC1CCCCN1C(=O)COc1ccc(NC(=O)c2ccco2)cc1 (stereo unspecified) ?
H9c2 TAG inh: 11.3; H9c2 TAG inh DAPI viability: -1.6

Results for CC12CCC(=O)N1C(C(=O)OCC(=O)Nc1cccc(Br)c1)CS2 (stereo unspecified) ?
H9c2 TAG inh: 11.1; H9c2 TAG inh DAPI viability: -0.2

Results for COc1ccc(NS(=O)(=O)c2cccc(C(=O)NNC(=O)CN3C(=O)NC(C)(C)C3=O)c2)cc1 ?
H9c2 TAG inh: -2.2; H9c2 TAG inh DAPI viability: 3.7

What do the screens show for `CCN(CC(=O)Nc1cc(Cl)ccc1C)C(=O)CN1C(=O)NC(CC)(c2ccccc2)C1=O` (stereo unspecified)?
H9c2 TAG inh: -13.4; H9c2 TAG inh DAPI viability: 2.3
